Neddylation inh: cullin neddylation inhibition; TR-FRET cullin neddylation, biochemical; 0.58% of 360,000 active; calls only at 25 µM; AID 651699; in the data active = inhibition above about 36%
DNMT1 block: blocks human DNA methyltransferase DNMT1. 0.83% of 360,000 active. inhibition (reported as % activation of signal), % at 10 µM. DNMT1 molecular beacon, Hinp1I cleavage, fluorescence; in the data active = inhibition above about 50%
Target sequence (P26358 504-1616 limits assumed): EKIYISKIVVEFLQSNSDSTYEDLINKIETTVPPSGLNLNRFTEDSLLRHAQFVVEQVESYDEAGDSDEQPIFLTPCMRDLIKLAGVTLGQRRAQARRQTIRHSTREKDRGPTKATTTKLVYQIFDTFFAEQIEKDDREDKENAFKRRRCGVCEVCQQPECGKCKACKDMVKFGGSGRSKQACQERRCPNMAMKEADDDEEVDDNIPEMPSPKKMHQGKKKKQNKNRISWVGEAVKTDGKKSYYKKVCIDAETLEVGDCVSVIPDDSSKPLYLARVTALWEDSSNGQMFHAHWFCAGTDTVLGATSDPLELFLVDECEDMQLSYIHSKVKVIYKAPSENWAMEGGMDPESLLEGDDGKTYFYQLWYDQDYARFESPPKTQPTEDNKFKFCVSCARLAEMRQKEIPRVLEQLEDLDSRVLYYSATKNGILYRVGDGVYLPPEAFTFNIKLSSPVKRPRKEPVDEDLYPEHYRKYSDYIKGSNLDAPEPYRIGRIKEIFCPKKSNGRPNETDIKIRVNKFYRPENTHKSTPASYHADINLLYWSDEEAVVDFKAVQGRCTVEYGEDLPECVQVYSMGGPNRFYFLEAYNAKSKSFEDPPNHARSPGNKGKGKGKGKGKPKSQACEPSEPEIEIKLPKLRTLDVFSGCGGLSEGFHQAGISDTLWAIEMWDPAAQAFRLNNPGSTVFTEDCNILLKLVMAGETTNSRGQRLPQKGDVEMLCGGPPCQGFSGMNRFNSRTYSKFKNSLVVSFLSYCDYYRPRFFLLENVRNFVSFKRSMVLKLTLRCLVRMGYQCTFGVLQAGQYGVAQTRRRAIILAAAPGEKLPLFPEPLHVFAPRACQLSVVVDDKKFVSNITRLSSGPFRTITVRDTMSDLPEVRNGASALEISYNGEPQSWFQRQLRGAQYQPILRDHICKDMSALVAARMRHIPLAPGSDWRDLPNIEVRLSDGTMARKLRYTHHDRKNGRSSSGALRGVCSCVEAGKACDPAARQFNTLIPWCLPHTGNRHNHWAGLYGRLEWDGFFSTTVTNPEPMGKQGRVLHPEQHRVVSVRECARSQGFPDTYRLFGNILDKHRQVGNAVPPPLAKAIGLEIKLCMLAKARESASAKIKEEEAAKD
STEP inh: STEP (human) phosphatase inhibition. recombinant STEP, OMFP fluorogenic substrate, fluorescence. inhibition, % at 20 µM. 0.25% of 360,000 active. AID 588621;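 active = inhibition at 20 µM, scaled per plate between control wells, above about 37%, limit read from the data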;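 note: 0% = DMSO with enzyme and substrate and 100% = substrate only without enzyme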
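Test system: STEP tyrosine phosphatase / Reagent: OMFP at 25 µM / Doses: 20 µM, 1% DMSO / Read-out: percent inhibition scaled to no-enzyme and uninhibited-enzyme controls, plate-pattern corrected / Detection: FITC-channel fluorescence of OMFP product / Medium: Bis-Tris buffer pH 6.0, 2.5 mM DTT, 0.005% Tween 20 / Schedule: 20 min at room temperature, dark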
LMPTP inh: LMPTP (human) inhibition | P24666 | recombinant LMPTP-A, OMFP fluorogenic substrate, fluorescence intensity | inhibition, % at 20 µM | 0.22% of 360,000 active | AID 651560;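 active = compounds that cut the enzyme signal by at least half of the control window in the single-dose screen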;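 note: plate controls were DMSO wells with enzyme plus substrate for no effect and substrate without enzyme for full effect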
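Test system – LMPTP-A phosphatase enzyme · Quantity – 0.625 nM LMPTP-A final · Reagent – OMFP substrate, 400 µM final · Dosing – one test concentration per compound, 20 µM, with 3% DMSO overall · Timing – 50 min enzyme reaction at room temperature, protected from light · Detection – fluorescence intensity · Controls – substrate-only low control, DMSO enzyme-plus-substrate high control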
TbMetRS inhib: Trypanosoma brucei MetRS inhibition | purified T. brucei MetRS, ATP depletion, Kinase-Glo luminescence | inhibition, % at 11.9 µM | 0.4% of 360,000 active;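 active = inhibition above a per-plate cutoff of the control wells' mean inhibition plus 3 SD, cut at about 5.5% in these data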;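 note: 0% = DMSO wells median and 100% = median of wells with control inhibitor compound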
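Measured by: Kinase-Glo luciferase luminescence reporting remaining unconsumed ATP. Material: purified T. brucei MetRS enzyme. Doses: 11.9 µM compound single dose, 0.9% DMSO. Medium: HEPES buffer containing pyrophosphatase, BSA, spermine, DTT. Times: 15 min preincubation, 2 h reaction, all 25 °C. Reagent: methionine, ATP and bulk E. coli tRNA.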
NadD inh: inhibitors of Staphylococcus aureus NadD; inhibition, % at 20 µM; purified NadD enzyme, colorimetric absorbance read-out; AID 602399; 0.78% of 360,000 active; in the data active = inhibition above about 26%; note: some compounds past the cut are filed as inactive
CendR NRP1 mod: modulators of CendR peptide binding to human neuropilin-1; O14786; FAM-RPARPAR peptide binding to NRP-1, fluorescence polarization; inhibition, % at 25 µM; 0.85% of 360,000 active; AID 602438;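 active = inhibition or corrected inhibition above about 18%, plus a signal ratio from 0.5 to 1.5, limit read from the data, passing the limit was not always enough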; note: strong numbers were not always called active
SUMO1 PPI mod: SUMO1-SIM interaction modulation. P63165. SUMO1 binding to a labelled peptide, TR-FRET, 1 h. inhibition, % at 20 µM. 0.33% of 360,000 active. AID 602429; in the data active = inhibition above about 37%
SKN-1 block: blocks SKN-1 activity in C. elegans; C. elegans VP596 Pgst-4::GFP/RFP ratio, acrylamide-induced, 24 h; inhibition, % at 21.8 µM; 0.49% of 360,000 active; AID 624304;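 active = interference check ratio from 0.5 to 1.5 plus GFP to RFP signal ratio inhibition reaching or exceeding a fixed threshold, cut at about 30% in these data, passing the limit was not always enough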; note: some compounds called inactive have numbers as strong as hits
Scp1 inh: blocks human Scp-1 phosphatase activity; Q9GZU7; Recombinant Scp1, phosphopeptide, malachite green phosphate absorbance; inhibition, % at 20 µM; 0.88% of 340,000 active; AID 493091;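 active = inhibition above about 50% at 20 µM, limit read from the data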;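 note: plate controls were DMSO wells with enzyme for no effect and wells lacking enzyme for full effect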
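Incubation: 45 min enzyme reaction at room temperature / System: truncated SCP-1 phosphatase (76-261aa) / Reagent: Phospho 17-mer peptide substrate / Buffer or medium: Acidic Tris acetate buffer with magnesium and detergent / Signal: absorbance at 630 nm / Doses: one concentration, 20 µM, with 1.0% DMSO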
An asterisk follows results filed as active; i = inactive; . = no result given. The list is partial; count on the stated rates, not on these rows.

SMILES | Neddylation inh | DNMT1 block | STEP inh | LMPTP inh | TbMetRS inhib | NadD inh | CendR NRP1 mod | SUMO1 PPI mod | SKN-1 block | Scp1 inh
OC1(c2ccc(F)cc2)CC2CCC(C1)N2Cc1nnnn1C1CCCCC1 (configuration not stated) | i | 14 | -3 | -0.8 | -1.2 | -4 | -1 | 3 | 0 | -3
O=[N+]([O-])c1ccc(N2CCCC2)c2ccncc12 | i | -25 | 5 | 13 | 0.4 | -5 | -17 | -90 | 35* | -11
COC(=O)C1=C(c2ccc(S(C)(=O)=O)cc2)C[C@@H]2CC[C@H]1N2C(=O)NC1CC1 | i | 3 | -2 | -1.3 | -0.1 | -7 | 10 | 3 | 9 | 0
CCN(CC)CCCN=C(C)c1c(O)n(C2CCCCC2)c(=O)[nH]c1=O | i | 1 | -3 | -2.7 | -1.1 | -3 | -22 | -5 | 0 | 0
COC(=O)C1=C(c2ccccc2OCc2ccccc2)C[C@@H]2CC[C@H]1N2C(=O)NCc1ccc(N(C)C)cc1 | i | -9 | 5 | 4.5 | -0.1 | 5 | 4 | -5 | 15 | -8
CC1Oc2cc3c(-c4c(O)cc(O)c5c(O)c6c(cc45)OC(C)C(C)C6=O)c(O)cc(O)c3c(O)c2C(=O)C1C (configuration not stated) | i | 60* | 5 | 13 | 2.6 | 36* | 7 | 43* | 7 | 10
CC1CC2(O)c3no[n+]([O-])c3CCC2N1O (configuration not stated) | i | 1 | -1 | 0.7 | -0.6 | -6 | 4 | -6 | -8 | -6
CC(C)(O)/C=C/C(=O)[C@](C)(O)C1[C@H](O)C[C@@]2(C)C3CC=C4C(C[C@H](O)[C@@H](O)C4(C)C)[C@]3(C)C(=O)C[C@]12C (some centres not stated) | i | 0 | 0 | -0.1 | -0.1 | 2 | 1 | 1 | -4 | -5
CCN1CCN(S(=O)(=O)c2ccc(Cl)c(C(=O)Nc3ccc(C(=O)N(CC)CC)cc3)c2)CC1 | i | 3 | -1 | -1.0 | -0.3 | 8 | 2 | 0 | 19 | 15
CCN(CC)c1ccc(C=C2C(=O)NC(=S)NC2=O)cc1 | i | 7 | -1 | -0.4 | -0.2 | 8 | 0 | -8 | 16 | -7
Cc1cc(C=C(C#N)C#N)ccc1N1CCCC1 | i | 3 | -3 | 7.7 | 0.3 | -3 | -43 | 3 | 13 | 1
O=C1NC(=O)C(=Cc2cccc(OCCOc3ccccc3)c2)C(=O)N1 | i | -4 | -2 | -0.4 | -0.6 | 0 | -11 | 7 | -2 | -3

Arranged by number of heavy atoms (high to low): 3 of the compounds above
SMILES | Neddylation inh | DNMT1 block | STEP inh | LMPTP inh | TbMetRS inhib | NadD inh | CendR NRP1 mod | SUMO1 PPI mod | SKN-1 block | Scp1 inh
CCN1CCN(S(=O)(=O)c2ccc(Cl)c(C(=O)Nc3ccc(C(=O)N(CC)CC)cc3)c2)CC1 | i | 3 | -1 | -1.0 | -0.3 | 8 | 2 | 0 | 19 | 15
COC(=O)C1=C(c2ccc(S(C)(=O)=O)cc2)C[C@@H]2CC[C@H]1N2C(=O)NC1CC1 | i | 3 | -2 | -1.3 | -0.1 | -7 | 10 | 3 | 9 | 0
CC1CC2(O)c3no[n+]([O-])c3CCC2N1O (configuration not stated) | i | 1 | -1 | 0.7 | -0.6 | -6 | 4 | -6 | -8 | -6

(cont.)
SMILES | Neddylation inh | DNMT1 block | STEP inh | LMPTP inh | TbMetRS inhib | NadD inh | CendR NRP1 mod | SUMO1 PPI mod | SKN-1 block | Scp1 inh
O=C(NC1CCCCC1)[C@@H]1CC=C[C@@H]2CCN(Cc3ccccc3)C(=O)[C@@H]21 | i | 5 | -3 | 0.6 | 0.4 | 9 | 9 | -1 | 10 | 11
COC(=O)c1ccccc1N=Cc1c(O)[nH]c(=S)[nH]c1=O | i | 0 | 3 | 0.3 | 0.1 | 4 | 2 | -3 | 5 | -3
CCOc1cc(CNCCc2cccc(F)c2)ccc1OC | i | 0 | -2 | -2.5 | -0.7 | -8 | 0 | -4 | -5 | 0
C(#CCN1CCOCC1)COCC#Cc1ccccc1 | i | -3 | -4 | -2.0 | 1.3 | -3 | -3 | -3 | 10 | 2
ClC1=C(Cl)C2(Cl)C3C(Cl)C=CC3C1(Cl)C2(Cl)Cl (configuration not stated) | i | 2 | -3 | 0.0 | 0.4 | 7 | 6 | 8 | 2 | -6
O=C1NC(=O)C(CCc2ccncc2)(Cc2ccc(OCc3ccccc3)cc2)C(=O)N1 | i | 1 | -1 | -1.5 | 0.6 | -2 | -1 | -4 | -3 | -13
Cn1c(O)c(/C=C2\N=c3ccccc3=C2CCNC(=S)NC2CC2)c(=O)n(C)c1=O | i | -3 | 3 | 0.9 | 0.0 | -4 | -8 | 23 | -10 | -11
COCCNC(=O)CN1C(=O)C(C)N=C(c2ccccc2)c2cc(Cl)ccc21 (configuration not stated) | i | 3 | 0 | -3.0 | -1.3 | -1 | 5 | -1 | -16 | 7
COc1cccc(CN2CCN(C(=O)Cc3ccccc3OC)CC2)c1 | i | 1 | -1 | -8.0 | -0.9 | -6 | -1 | 3 | -10 | 4
O=C(c1cc2c(s1)CCCCCC2)N1CCC2(CC1)OCCO2 | i | -1 | -1 | -0.3 | 0.7 | 0 | -3 | 4 | 15 | -3
O=C(C[n+]1ccn(CCCNP2(=O)C=C(c3ccccc3)OC(c3ccccc3)=C2)c1)c1ccccc1 | i | -1 | -2 | -2.3 | -1.0 | 0 | 13 | -3 | 1 | 6
CCOC(=O)c1sc(/N=C/c2c(O)n(-c3ccccc3)c(=O)[nH]c2=O)c(C#N)c1C | i | -2 | 1 | 0.2 | -0.7 | -4 | -121 | 0 | -10 | -4
Cc1cc(C)cc(NC(=O)CCNC(=O)N2C[C@H]3C[C@@H](C2)c2cccc(=O)n2C3)c1 | i | 0 | -2 | -0.2 | 1.6 | 2 | -13 | 10 | 5 | -1
CC(=O)c1ccc(-c2ccccc2)cc1 | i | -4 | 1 | -0.7 | -0.1 | 1 | -2 | 4 | 14 | 1
C=C(CO)CC1CC(O)[C@]2(C)OC3CC4OC5C[C@]6(C)O[C@]7(C)CCC8OC9C[C@]%10(C)OC%11C(C)=CC(=O)OC%11CC%10OC9C[C@@H](C)C8OC7CC6O[C@]5(C)C/C=C\C4OC3CC2O1 (some centres not stated) | i | -5 | -1 | -1.2 | -0.2 | -12 | 3 | 2 | 15 | -4
O=C(CCl)Nc1nccs1 | i | 7 | 0 | -0.9 | -1.0 | -3 | -13 | 0 | -1 | 2
Cc1ccc2c(c1)C1CN(C)CCC1N2C(=O)Nc1cccc(C(F)(F)F)c1 (configuration not stated) | i | -1 | 1 | 0.3 | -0.1 | -3 | -4 | 0 | 18 | 0
CCc1ccc(CN2CCN(C(=O)Cc3ccccc3)CC2)cc1 | i | -1 | 2 | -0.5 | 0.6 | -4 | 5 | 5 | 2 | -5
CC12C=CC(=O)C=C1CC(O)C1C2CCC2(C)C1CCC2(C)O (configuration not stated) | i | 2 | 1 | -0.9 | 0.2 | -1 | -10 | -3 | -2 | -8
CCOC(=O)C1(CCc2ccccc2)CCN(Cc2cccc3cnccc23)CC1 | i | -1 | -2 | 0.8 | 0.1 | -6 | 4 | 4 | -9 | -7
Cc1ccccc1-n1c(C)nc2ccsc2c1=O | i | 1 | -4 | -0.9 | -1.1 | -16 | -13 | 1 | 0 | 8
O=C(O)Cn1cc(C(=O)c2ccccc2)c2ccccc21 | i | 2 | 0 | -0.8 | -0.5 | -6 | -8 | 0 | 3 | -2
O=P(Nc1ccccc1)(Nc1ccccc1)Oc1cccc(Cl)c1 | i | -5 | -4 | 0.2 | -0.5 | -8 | -4 | -3 | -7 | -11
O=C(Nc1cccc2ccccc12)N1CCC2(CC1)OCCO2 | i | 1 | 0 | -0.3 | -0.9 | 4 | 2 | -1 | -2 | -6

An excerpt of these results, with values under each structure:
Values in the order: Neddylation inh, DNMT1 block, STEP inh, LMPTP inh, TbMetRS inhib, NadD inh, CendR NRP1 mod, SUMO1 PPI mod, SKN-1 block, Scp1 inh
Cc1cc(C)cc(NC(=O)CCNC(=O)N2C[C@H]3C[C@@H](C2)c2cccc(=O)n2C3)c1
    i, 0, -2, -0.2, 1.6, 2, -13, 10, 5, -1
O=C(CCl)Nc1nccs1
    i, 7, 0, -0.9, -1.0, -3, -13, 0, -1, 2
O=P(Nc1ccccc1)(Nc1ccccc1)Oc1cccc(Cl)c1
    i, -5, -4, 0.2, -0.5, -8, -4, -3, -7, -11
Cc1ccccc1-n1c(C)nc2ccsc2c1=O
    i, 1, -4, -0.9, -1.1, -16, -13, 1, 0, 8
CC(=O)c1ccc(-c2ccccc2)cc1
    i, -4, 1, -0.7, -0.1, 1, -2, 4, 14, 1
O=C(O)Cn1cc(C(=O)c2ccccc2)c2ccccc21
    i, 2, 0, -0.8, -0.5, -6, -8, 0, 3, -2

Following part:
SMILES | Neddylation inh | DNMT1 block | STEP inh | LMPTP inh | TbMetRS inhib | NadD inh | CendR NRP1 mod | SUMO1 PPI mod | SKN-1 block | Scp1 inh
CCCN(CC1CC1)CC(O)c1ccccc1 (configuration not stated) | i | 0 | 0 | -1.1 | 0.2 | -1 | -7 | 9 | 14 | -6
CCCNc1oc(-c2cccc3ccccc23)nc1C#N | . | 11 | -1 | 1.1 | -0.6 | -5 | 16 | -8 | 15 | -8
O=C1NC(=O)N(Cc2ccccc2)C(=O)/C1=C\N1CCCc2ccccc21 | i | -15 | -4 | 0.0 | -0.2 | 1 | -13 | 0 | 4 | -7
O=C(Cc1ccccc1)N1CCN(C2CCCCCC2)CC1 | i | 0 | -2 | 0.7 | -0.4 | 1 | 21 | 0 | 11 | -5
CC(NC1CCCCC1)C(O)C12CC3CC(CC(C3)C1)C2 (configuration not stated) | i | 5 | -6 | -0.6 | -1.1 | -8 | -2 | -3 | 11 | -4
O=c1[nH]c(=O)n(Cc2ccco2)c(O)c1/C=N/N1CCCCCC1 | i | 10 | -2 | -1.4 | -0.2 | 1 | 5 | 0 | 7 | -2
Cc1cccc(CN2CCN(C(=O)Cc3ccccc3)CC2)c1 | i | 2 | 0 | -1.6 | -0.8 | -12 | -6 | 2 | 23 | 12
CCCCn1nnnc1C(c1cccc2ccccc12)N1CCC2(CC1)C(=O)NCN2c1ccccc1 (configuration not stated) | i | -26 | 4 | 5.1 | -0.9 | 14 | 4 | 3 | 8 | .

Assay outcomes (PubChem)
